# From PubChem
# RORg inh – ROR gamma (mouse) transcription inhibition | AID 2551 | P51450 | Potency, µM (series often up to 53.6 µM), for inactives: at the highest dose activity change, negative = inhibition, usual class: inhibitors | actives 5.4% (n = 310,000) | Drosophila S2 Gal4-RORgamma UAS-luciferase reporter, 20 h; further: potency means the concentration at half of the fitted maximal effect; on the % scale 0 is the no-effect control and ±100 the full control effect; nearly all actives have a fitted effect of over 60% in size
#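 Luciferase reporter read in Schneider cells carrying Gal4-RORγ (mouse) and UAS-Photinus luciferase; cells given compound 1 h before 700 uM copper sulfate induction, then incubated 20 h at ambient temperature.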
# NPC1 promoter act – activates the NPC1 promoter | Huh7 NPC1 promoter luciferase reporter, 24 h | Potency, µM (highest dose often 9.22 µM), for the others: at the top dose activation, usual class: activators | actives 2.4% (n = 320,000);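 further: potency means the concentration at half of the fitted maximal effect; % of control where 0% means no effect; nearly all actives have a fitted effect of over 60% in size; reporter is driven by a mutant NPC1 promoter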
#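 Stable NPC1-promoter luciferase Huh7 line; cpd (DMSO) 24 h, 37 °C, 5% CO2; Amplite luciferase reagent 10 min RT; luminescence readout. qHTS format.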
# p53 reactivator – re-activators of mutant p53; H1299 p53-A138V BP100-luciferase reporter, luminescence, 24 h; Potency, µM (doses to about 92.2 µM), for the others: top-dose activity change, positive = activation, most hits filed as activators; actives 0.063% (n = 320,000); further: potency means the concentration at half of the fitted maximal effect; % of control where 0% means no effect; nearly all actives have a fitted effect of over 45% in size
#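 H1299 (p53-null), stable ts p53-A138V + BP100-Luc; 1000 cells/well, Opti-MEM/10% FBS; cpd 4 pt, 1:5; 24 h, 37 deg C, 5% CO2; detection reagent 10 min RT; luminescence.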
# Gal4-VP16 FLuc – Gal4-VP16 reporter inhibition counter-screen. Potency, µM (doses to about 53.6 µM), inactives show top-dose activity, negative = inhibition, actives largely listed as inhibitors. Drosophila S2 Gal4-VP16 UAS-luciferase, luminescence, 20 h. actives 3.5% (n = 310,000);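 further: Gal4-VP16 expression switched on by copper sulfate through the metallothionein promoter; potency means the concentration at half of the fitted maximal effect; on the % scale 0 is the no-effect control and ±100 the full control effect; nearly all actives have a fitted effect of over 50% in size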
# FLuc modulator – counter-screen for miR-21 project: firefly luciferase inhibitors or activators | P08659 | purified FLuc, Km substrates, luminescence inhibition | Potency, µM (titrated, usually from 57.5 µM), without a hit: top-dose activity change, negative = inhibition, usual class: inhibitors | actives 6.9% (n = 360,000);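 further: potency means the concentration at half of the fitted maximal effect; plate controls were vehicle for no effect and reference inhibitor for full effect; nearly all actives have a fitted effect of over 55% in size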
#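 Purified P. pyralis luciferase, 10 nM final, with Km-level 10 uM D-luciferin and 10 uM ATP in 50 mM Tris acetate pH 7.5, 10 mM Mg acetate, 0.01% Tween-20, 0.05% BSA; 6-point qHTS titration about 60 µM downward; luminescence read.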
# BRCA1 expr up – BRCA1 expression activation. MCF7-BRCA1-FFLuc reporter, luminescence, 48 h; response scale: scaled: vehicle 0%, 10 µM genistein 100%. Potency, µM (doses to about 46.1 µM), without a hit: at the highest dose activation, actives largely listed as activators. actives 1.1% (n = 380,000); further: potency means the concentration at half of the fitted maximal effect; nearly all actives have a fitted effect of over 80% in size; some results filed as inactive show a strong effect at the top dose
#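 First, MCF7-BRCA1-FFLuc cells (2000/well) attach for 2 h; next, compounds are pin-added and incubated 48 h at 37 °C; finally, luciferase reagent is added and luminescence read after 15 min.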
# ELG1 genotoxic – inducers of genotoxicity in HEK293T ELG1-luciferase cells; HEK293T ELG1-luciferase reporter, luminescence, 16 h; Potency, µM (titrated, usually from 46 µM), for the others: at the top dose activity change, positive = activation, usual class: activators; actives 1.3% (n = 330,000); AID 504466; further: potency means the concentration at half of the fitted maximal effect; % of control where 0% means no effect; nearly all actives have a fitted effect of over 60% in size
#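 Cells (2,000/well) expressing the ELG1-luciferase fusion are dosed by pin tool and kept 16 hr at 37 °C, 5% CO2. Signal comes from ONE-Glo luciferase reagent after 30 min at room temperature.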
# Menin MLL FP TR – inhibitors of human menin-MLL interaction, mutant MLL peptide; Menin + Texas Red MLL mutant peptide, fluorescence polarization; O00255; actives 0.23% (n = 270,000); Potency, µM (doses to about 61.6 µM), without a hit: at the top dose FP activity change, negative = inhibition, usual class: inhibitors; AID 1768; active means well fitted inhibition curve with a large enough effect in the polarisation, with a control signal flat, not every such curve was filed as active; inconclusive means small, poorly fitted or top-dose-only effect, or effect the other way, or a change in a side signal; inactive means no such curve, though single readings can be large or run the other way; the % refers to the polarisation; further: potency means the concentration at half of the fitted maximal effect; % of control where 0% means no effect; many of its hits are not listed in these tables
# Target sequence (O00255 whole entry, looked up): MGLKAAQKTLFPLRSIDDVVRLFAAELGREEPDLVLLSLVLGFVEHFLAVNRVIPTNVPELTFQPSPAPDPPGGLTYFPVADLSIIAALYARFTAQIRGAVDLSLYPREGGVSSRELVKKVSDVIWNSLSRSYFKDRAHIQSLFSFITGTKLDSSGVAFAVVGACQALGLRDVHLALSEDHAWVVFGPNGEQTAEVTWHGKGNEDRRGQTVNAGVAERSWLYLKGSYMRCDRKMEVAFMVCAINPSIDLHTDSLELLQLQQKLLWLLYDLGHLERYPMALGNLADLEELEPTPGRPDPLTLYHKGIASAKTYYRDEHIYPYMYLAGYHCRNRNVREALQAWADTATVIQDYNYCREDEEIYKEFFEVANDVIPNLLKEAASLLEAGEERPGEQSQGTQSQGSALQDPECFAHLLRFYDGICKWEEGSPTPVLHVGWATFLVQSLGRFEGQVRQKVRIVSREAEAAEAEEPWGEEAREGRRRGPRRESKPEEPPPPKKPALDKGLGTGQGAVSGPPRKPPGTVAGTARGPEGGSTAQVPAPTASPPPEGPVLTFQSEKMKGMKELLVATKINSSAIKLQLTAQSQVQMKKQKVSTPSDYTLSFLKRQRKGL
# Giardia killer – Giardia lamblia killing. activity change, % at 7.66 µM, hits read low. actives 0.15% (n = 340,000). Giardia lamblia trophozoite viability; in the data active means activity change below about -80%; inconclusive means between about -30% and that limit;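 further: parasites exposed to compound for two days anaerobically before the ATP read; on the % scale 0 is the no-effect control and ±100 the full control effect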
#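 Each well holds 100 Giardia trophozoites and compound. After two days (48 hrs) at 37 deg C in anaerobic conditions, ATP is quantified by luminescence.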
# PKM2 activator – activators of human pyruvate kinase M2; actives 0.34% (n = 260,000); Potency, µM (series often up to 57.5 µM), without a hit: at the top dose activation, hits mostly activators; purified PKM2, Kinase-Glo ATP luminescence, activation; response scale: 0% is enzyme alone, no compound; P14618; AID 1631; further: potency means the concentration at half of the fitted maximal effect; on the % scale 0 is the no-effect control and ±100 the full control effect; nearly all actives have a fitted effect of over 55% in size
#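 Purified hPK-M2 (>95% pure) converted ADP (0.1 mM final) to ATP with 0.5 mM PEP in 50 mM imidazole pH7.2, KCl, MgCl2, Tween 20, BSA; 1 h at room temperature. ATP detected by Kinase-Glo luminescence.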
# Rab9 promoter act – activators of Rab9 promoter; Huh7 Rab9 promoter-luciferase reporter, luminescence, 24 h; Potency, µM (top dose mostly 9.22 µM), without a hit: at the top dose activation, negative = inhibition, actives largely listed as activators; actives 2.8% (n = 320,000); AID 485297; further: potency means the concentration at half of the fitted maximal effect; % of control where 0% means no effect; nearly all actives have a fitted effect of over 60% in size
#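 Luciferase signal after 10 min detection reagent at ambient indicates Rab9 promoter upregulation; stably transfected Huh7 cells were treated 24 h with compound in DMSO at 37 °C, 5% CO2.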
# * hit, by the source's call; ? = inconclusive; / = no result given; & = joins results of further samples; [ ] = remark or other dose. Unless noted, the call rests on the fitted dose curve; in most records, active means well fitted curve in the direction sought with a large enough effect; inconclusive means small, poorly fitted or top-dose-only effect, or another doubt; inactive means no such curve, though single readings can be large; an effect the other way counts as inactive or inconclusive. Not all compounds are listed (hit frequency here may not be typical).
# The line under a structure holds: RORg inh	NPC1 promoter act	p53 reactivator	Gal4-VP16 FLuc	FLuc modulator	BRCA1 expr up	ELG1 genotoxic	Menin MLL FP TR	Giardia killer	PKM2 activator	Rab9 promoter act
- Cc1ccc(-c2cn3nc(-c4ccccc4)c(-c4ccccc4)nc3n2)cc1
  18%	4%	6%	-2%	-13%	14%	0%	/	29	17%	2%
- O=C(CSc1n[nH]c(-c2ccccn2)n1)Nc1cccc(Cl)c1
  1.8µM*	-35%[inhibitor]	?	2.8µM*	?	-46%	-6%	/	-2	13%	-40%[inhibitor]
- Cc1nccn1CC(=O)N/N=C/c1cccs1
  -6%	-8%	0%	0%	1%	0%	4%	/	-7	-6%	-3%
- O=C(O)Cc1ccc(NCc2ccccc2Cl)cc1
  -9%	27%	-4%	-1%	7.6µM*	20%	6%	-2%	-27	3%	?
- CC(Oc1ccc(Cl)cc1Cl)c1ccnc(N)n1 (centres undefined)
  -1%	-3%	-5%	25%[10 µM]	-3%	22%	0%	-2%	26	-2%	0%
- Cc1ccc(CN2CCNC(=O)C2CC(=O)O)o1 (centres undefined)
  3%	-3%	6%	-3%	-1%	31%	-1%	0%	-21	0%	-12%
- Cc1cccc(NCC(=O)N/N=C\c2cccc(Oc3ccccc3)c2)c1
  13%	0%	-4%	?	1%	-54%	-7%	18%	3	-13%	2%
- N=C(N)c1ccc(O)cc1
  -9%	-3%	2%	-21%	0%	16%	-2%	-1%	32[activator]	0%	-6%
- CC(=O)c1ccc(NC(=O)CN2C(=O)NC(C)(c3ccc4c(c3)OCCO4)C2=O)cc1 (centres undefined)
  /	-1%	-3%	/	0%	3%	-1%	/	0	/	0%
- COc1ccc2ccc(OCC(=O)N3c4ccccc4NC(=O)CC3C)cc2c1 (centres undefined)
  /	0%	5%	/	-3%	8%	-3%	/	3	/	-1%
- Cc1cc(C)c(S(=O)(=O)N2CCCOC2CNC(=O)C(=O)NCCCn2ccnc2)c(C)c1 (centres undefined)
  26%	1%	-2%	0%	3%	13%	5%	-12%	1	-1%	-1%
- Cc1nn(-c2ccccc2)c(C)c1/C=N/n1c(-c2ccc(C(C)(C)C)cc2)n[nH]c1=S
  2.2µM*	-1%	-10%	-11%	3%	-59%	-3%	0%	17	-1%	4%
- Cc1cc(C)cc(N(CC(=O)NCc2ccc3c(c2)OCO3)C(=O)CCC(=O)Nc2ccccn2)c1
  ?	-4%	-23%	0%	4%	-45%	1%	?	-6	3%	5%
- COC(=O)c1ccsc1NS(=O)(=O)c1ccccc1
  -35%	-2%	-1%	2%	3%	-16%	0%	/	11	0%	3%
- O=C(N/N=C/c1ccccc1OCc1ccccc1Cl)c1cccnc1
  ?	0%	-1%	-6%	24µM*	4%	5%	9%	6	2%	-5%
- Cc1ccc(Nc2nc(Oc3ccc(=O)[nH]n3)nc(N(C)C)n2)cc1
  37%	/	/	-10%	-3%	-14%	/	-17%	10	0%	/
- Cc1ccc(SC(C)C(=O)NCc2cccnc2)cc1 (centres undefined)
  -2%	0%	-8%	2%	6%	12%	0%	-19%	14	-10%	-7%
- C/C(=N\NC(=O)C(=O)Nc1cc(Cl)ccc1Cl)c1ccncc1
  13%	-2%	1%	-4%	5%	-20%	1%	12%	-7	7%	-2%
- Cc1c(C2=CCN(S(=O)(=O)c3ccc(Br)cc3)CC2)c2ccccc2n1C
  -20%	-5%	-1%	9%	1%	-37%	0%	?	16	1%	-12%
- CC(=O)Nc1ccc(S(=O)(=O)NCCC(=O)OCC(=O)c2cccc(Br)c2)cc1
  /	-4%	2%	/	6%	42%	0%	/	6	/	0%
- C/C(=N\Nc1nc2ccccc2[nH]1)c1ccc(Cl)s1
  2.2µM*	?	?	2.8µM*	11µM*	-69%	2%	?	0	0%	17%
- COc1ccc(-c2cc3ccc(O)cc3oc2=O)cc1OC
  7%	?	?	3%	?	95%	?	-2%	3	12%[0.46 µM]	1%
- O=C(O)C1C2CCCCC2=C2CCCCC2C1C(=O)O (centres undefined)
  -28%	0%	2%	2%	-1%	-2%	0%	7%	1	5%	-2%
- Nc1nc(SCC(=O)Nc2cccc(Oc3ccccc3)c2)n[nH]1
  ?	-2%	4%	-6%	?	-1%	5%	14%	-27	-5%	-1%
- Cc1cccc(NC(=O)NCc2ccccn2)c1
  -23%	8%	?	?	?	31%	9%	-1%	-14	1%	-1%
- NC(=O)C1(N2CCCCC2)CCN(C(=S)Nc2cc(F)cc(F)c2)CC1
  -14%	-7%	-2%	0%[10 µM]	1%	10%	-4%	12%	4	-5%	-9%
- COc1ccc(S(=O)(=O)N2CCCCC2)cc1NC(=O)c1cccnc1SC
  -4%	-4%	-10%	-11%	-4%	-18%	0%	/	5	-1%	-6%
- COc1ccc(C2CC(c3cccs3)=NN2c2ccc(C=O)cc2)cc1 (centres undefined)
  26%	1%	-2%	1%	?	-33%	-2%	1%	7	-3%	-7%
- COc1ccc(N2C(=O)CC(Sc3ncn[nH]3)C2=O)c(OC)c1 (centres undefined)
  3.2µM*	0%	13%	22µM*	-19%	1%	0%	7%	-2	?	0%
- O=c1c2ccccc2nc2ccc(N3CCOCC3)nn12
  -1%	?	3%	1%	17µM*	?	?	-7%	12	-14%	?
- CCc1nccn1S(=O)(=O)c1ccc2ccc(C)cc2c1
  -4%	-1%	-1%	2%[0.365 µM]	-17%	-13%	0%	16%	-7	0%	-5%
- CC(C)NC(=O)NC(=O)COC(=O)c1cc[n+]([O-])cc1
  7%	-2%	30%	4%	0%	-11%	0%	4%	25	0%	-5%
- CC(C)(C)C(=O)CSc1ncnc2c1cnn2-c1ccccc1
  15%	0.71µM*	11%	2%	1.2µM*	?	?	/	-17	2%	0.63µM*
- Oc1c(Cl)cc(Cl)c2cccnc12
  0.079µM*	-9%	?	?	?	-71%	?	?	9	16%	0%
- Clc1cccc(OCCCn2ccnc2)c1
  -27%	-4%	-6%	-13%	-4%	-12%	2%	1%	-4	2%	-1%
- Cc1ccc(/C=C/C(=O)NC2CCS(=O)(=O)C2)cc1 (centres undefined)
  27%	-3%	7%	2%	?	31%	16%	-7%	-1	4%	13%
- O=C(COc1cccc(C(F)(F)F)c1)Nc1ccc(S(=O)(=O)N2CCCCC2)cc1
  /	-2%	-2%	/	1%	-73%	-36%[inhibitor]	/	-4	/	1%
- CC(C)(C)C1CCC(OC(=O)c2cncc(Br)c2)CC1 (centres undefined)
  12%	?	9%	-9%	7.6µM*	45%	?	-2%	?	1%	1.8µM*
- CC(C)NC(=O)c1c(CSc2ccccc2)noc1C(=O)NCc1ccccc1
  20%	-2%	2%	-2%	-1%	-10%	-5%	/	4	-3%	-9%
- Cc1ccc(-n2cc(CNCCc3cscn3)c(-c3ccc(F)cc3)n2)cc1
  -44%	-2%	3%	27%	11µM*	1%	0%	4%	2	-1%	8%
- CCc1ccc(CN(C)C(=O)CCc2nnc(-c3ccc(-c4ccccc4)cc3)o2)nc1
  -26%	1%	-4%	-20%	13µM*	-67%	-4%	?	1	2%	4%
- CCOCCc1c(O)nc(SCCOc2ccc(C)c(C)c2)[nH]c1=O
  16%	-1%	-3%	-3%	?	-4%	0%	6%	-2	-8%	0%
- COc1ccc(OC)c(-c2cc(C(=O)Nc3cc(C)on3)no2)c1
  -1%	-7%	34%	-17%	0%	-41%	8%	0%	-10	-5%	-6%
- COc1ccccc1CNC(=O)CCS(=O)(=O)c1ccc2c(c1)CCN2C(C)=O
  -6%	0%	1%	-6%	4%&1%	-15%	2%	-4%	-12	/	0%
- Cc1sc2c(c1C)c(=O)n(-c1ccccc1)c1nnc(C)n21
  0%	-2%	1%	-4%	-1%	-1%	6%	/	1	-1%	0%
- CN1C(=O)C2(Nc3ccccc3-c3nc4ccccc4n32)c2ccccc21 (centres undefined)
  14%	-2%	-8%	-12%	-1%	-32%	2%	12%	-7	-2%	2%
- C=CCN(C(=O)c1csnn1)C(C(=O)NCc1ccc(F)cc1)c1cccs1 (centres undefined)
  20%	1%	3%	-6%	3%	2%	-12%	1%	-5	2%	-1%
- COCC(=O)OCC(=O)Nc1ccc(Cl)cc1[N+](=O)[O-]
  -21%	-10%	13%	?	-4%	8%	3%	7%	-27	?	-4%
- CCN(CC)CCCN(Cc1cc2cc3c(cc2[nH]c1=O)OCO3)C(=S)NCCCN(C)C
  -23%	4%	/	-5%	0%	-9%	1%	-2%	-7	5%	7%
